From PubChem BioAssay
EBNA-1 inh – blocks EBNA-1 binding to DNA. EBNA-1 DNA binding, fluorescence polarization. actives 0.34% (n = 300,000). inhibition, % at 14.8 µM; in the data active = inhibition above about 28%
AHR activator – activators of human aryl hydrocarbon receptor. P35869. AHR-responsive luciferase reporter cells, luminescence. activation, % at 5 µM. actives 2.5% (n = 320,000). AID 2796; in the data active = activation above about 47%;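 note: 0% = vehicle wells and 100% = reference agonist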
MEP2-GFP yeast – yeast TOR pathway MEP2-GFP modulation; S. cerevisiae MEP2-GFP strain, flow cytometry GFP, 3 h; 100% = DMSO control level; actives 0.51% (n = 330,000); AID 2016; GFP response vs DMSO, % at 10 µM;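 active = GFP response versus DMSO above a set limit, roughly screen mean plus 3 SD, cut at about 180% in these data; inconclusive = fewer than 70 cells counted for a yeast strain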;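 note: median GFP fluorescence of the barcode-gated MEP2-GFP cells per well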
LAP4 TOR yeast – alters LAP4-GFP fluorescence in TOR pathway yeast screen; GFP response vs DMSO, % at 10 µM; actives 0.34% (n = 320,000); S. cerevisiae LAP4-GFP multiplex, flow cytometry GFP, 3 h; median GFP as percent of DMSO wells;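 active = GFP response vs DMSO above a set limit, about the screen mean plus 3 SD, cut at about 150% in these data; inconclusive = under 70 cell events counted for the yeast strain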
proCasp3 act – activates human procaspase-3 | P42574 | recombinant procaspase-3 D3A, Ac-DEVD-pNA absorbance 405 nm | activation, % at 8.5 µM | actives 0.11% (n = 330,000);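 active = activation above the mean of all tested compounds plus 3 SD, cut at about 21% in these data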;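 note: 0% = DMSO alone and 100% = DMSO wells spiked with extra 5 µM PC-3 D3A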
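Test system: Procaspase-3 D3A mutant; medium: Zinc-free HEPES/NaCl buffer with 0.01% Triton X-100 at pH 7.4; reagent: DEVD-pNA substrate; doses: one concentration, 8.5 µM nominal, 0.8% DMSO; times: 1 h preincubation plus 2 h reaction at 25 °C; signal: Epi-absorbance at 405 nm of released p-nitroaniline, 0 and 120 min; replicates: singlicate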
proCasp7 act – activates human procaspase-7, counter-screen for procaspase-3 activators | recombinant procaspase-7, Ac-DEVD-pNA absorbance 405 nm; D23A/D198A/D206A triple mutant, cannot self-cleave; scale: DMSO 0, 5 µM enzyme 100 | P55210 | activation, % at 8.5 µM | actives 0.093% (n = 330,000);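 active = percent activation above the screen-wide mean plus 3 SD, cut at about 25% in these data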
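Assay system – Uncleavable procaspase-7 mutant enzyme · Quantity – 2 µM procaspase-7 mutant as dispensed · Times – 1 h preincubation, 2 h reaction · Dosing – single nominal 8.5 µM compound dose, 0.8% DMSO final · Buffer or medium – Zinc-free 50 mM HEPES buffer, pH 7.4, with NaCl and Triton X-100 · Detection – Epi-absorbance of released pNA at 405 nm, two timepoints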
ZTA DNA inh – blocks Epstein-Barr virus ZTA, an EBNA-1 counter-screen | P03206 | ZTA-DNA binding, fluorescence polarization | inhibition, % at 11 µM | actives 0.15% (n = 320,000) | AID 2234; in the data active = inhibition above about 33%
RPL19A TOR yeast – alters RPL19A-GFP fluorescence in TOR pathway yeast screen. S. cerevisiae RPL19A-GFP strain, flow cytometry, 3 h; stronger effect = lower value. percent response vs DMSO, % at 10 µM. actives 0.3% (n = 330,000);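 active = percent response vs DMSO below 50%; inconclusive = fewer than 70 events counted for the yeast strain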;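 note: median channel GFP fluorescence of the barcoded RPL19A-GFP strain; ratio of sample median GFP to plate DMSO average so 100% = DMSO; lower means less RPL19A-GFP as with rapamycin TOR inhibition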
The depositor's hits bear a star; ? = inconclusive; · = not tested or not shown. This is a random part of the collection. Share with any hit: about 3.8%.

SMILES	EBNA-1 inh	AHR activator	MEP2-GFP yeast	LAP4 TOR yeast	proCasp3 act	proCasp7 act	ZTA DNA inh	RPL19A TOR yeast
COC(=O)C1=C(C)N(Cc2ccccc2)C(=NCc2cc(OC)c(OC)c(OC)c2)N[C@H]1c1cccc(F)c1	-8.9	2.1	88.8	107.4	-7.1	1.6	0.3	97.2
Cc1cc(C(F)(F)F)nc(SCC(=O)c2cccc([N+](=O)[O-])c2)n1	-4.6	-9.3	98.7	102.0	0.1	-0.2	5.8	101.5
COc1ccc(C2=NN(CC(=O)Nc3cc(C)ccc3C)C(=O)CC2)cc1	-4.5	7.8	95.8	106.6	-4.1	11.2	-5.5	98.7
CC(/C=C/C=C/c1ccccc1)=N/NC(=O)CNc1ccc(C)cc1	2.7	13.6	102.3	103.1	-0.6	-6.6	5.5	100.8
Cc1ccccc1OCc1nnc(SCC(=O)Nc2ccc3nc(SCC(=O)Nc4ccccc4)sc3c2)n1C	44.1*	2.2	105.3	108.9	-8.3	2.2	-16.1	107.9
NC(=O)c1cccnc1Nc1ccccc1F	11.2	-1.1	98.1	91.1	-7.5	-0.6	0.1	95.9
CC(NS(=O)(=O)CCNC(=O)c1ccccc1)c1ccccc1 (stereo unspecified)	-7.1	-0.5	103.3	98.6	8.1	1.4	5.9	100.7
CCOC(=O)c1sc(Nc2nc3ccc(OC)cc3s2)cc1C	8.5	37.6	102.6	115.7	4.1	19.0	24.3	91.3
COc1ccccc1NC(=O)C(C)NS(=O)(=O)c1ccc(F)cc1 (stereo unspecified)	-8.6	10.6	99.9	98.3	16.0	-8.5	0.2	100.8
CCn1ccnc1CN(C)Cc1nc(-c2ccc(C(=O)OC)cc2)no1	-1.9	3.8	101.3	111.8	15.6	1.6	-15.8	94.8
COc1ccccc1C(=O)NCc1ccc(-c2nc3ccccc3s2)cc1	6.2	0.8	101.3	94.5	-1.8	1.3	1.0	95.7
C1=C(c2ccccc2)N2CCN=C2S1	-12.1	-0.4	94.2	90.4	11.8	-6.1	3.7	107.5
O=C(O)c1ccc(CSc2nc3ccccc3o2)cc1	-4.6	-2.1	93.7	117.4	0.5	9.7	-18.9	90.3
O=C(O)c1ccc2c(c1)C(=O)N(c1ccc(OCc3ccccc3)cc1)C2=O	-1.9	-0.9	104.2	99.0	-1.5	-6.3	-4.8	104.1
O=C1NC(c2ccccc2)=C(c2nc3ccccc3s2)C(c2ccc(O)cc2)N1 (stereo unspecified)	-4.1	11.9	106.3	108.3	-0.2	-1.8	5.7	102.0
CCCn1c(N)c(C(c2ccc(C(=O)OC)cc2)N2CCN(c3ccccc3)CC2)c(=O)[nH]c1=O (stereo unspecified)	-2.8	4.0	95.3	92.0	2.3	-0.2	9.0	91.9
C[C@H](NC(=O)c1nc[nH]c1C(=O)N[C@@H](CCCCN)C(=O)OC(C)(C)C)C(=O)OC(C)(C)C	3.5	-2.2	·	·	3.6	0.7	5.8	·
Cc1cc(Cl)ccc1OCC(=O)NCCC(=O)O	-2.6	-0.7	102.5	96.4	12.7	0.3	-5.8	96.8
O=C(c1cc(C2CC2)nn1-c1ccccc1)N1CCN(S(=O)(=O)c2c(F)cccc2F)CC1	·	1.0	103.5	103.9	5.0	1.1	7.8	100.9
Cc1ccc(C)n1NC(=O)c1ccccc1	-4.6	6.3	99.0	95.8	2.3	8.4	8.4	97.1
CC(C)(Oc1ccc(Cl)cc1)C(=O)NCC(c1ccco1)N1CCCCC1 (stereo unspecified)	-5.8	0.6	98.0	100.0	-5.7	-6.2	-1.3	97.2
CCn1cc(-c2nnnn2-c2ccc(Cl)cc2)c(=O)c2ccccc21	3.3	2.8	100.8	·	15.2	-2.7	21.4	108.2
O=C(Cn1ncc(N2CCCC2)c(Br)c1=O)c1ccc(Cl)cc1	6.9	3.0	98.2	106.9	-0.4	8.7	14.0	95.5
CCN1CCCC1CNC(=O)c1[nH]c2ccc(OC)cc2c1C (stereo unspecified)	7.8	2.8	99.2	91.7	3.2	-1.5	-17.9	94.8
CCCOC(=O)c1ccc(NC(=O)/C=C/c2cccs2)cc1	-5.0	0.7	99.8	104.5	-1.2	-3.0	3.6	100.0
COc1ccc(NC(=O)COC(=O)c2c3c(nc4ccccc24)CCCC3)cc1Cl	1.0	-7.7	97.5	105.6	-2.5	0.4	4.2	94.2
Cc1cc(OCc2ccccc2)ccc1/C(O)=C1/C(=O)C(=O)N(Cc2cccnc2)C1c1ccncc1 (stereo unspecified)	11.1	3.2	95.1	110.9	-13.9	10.6	0.3	98.9
CCN1CCN(C(=O)C2CCN(Cc3nc(-c4cccc(Cl)c4)oc3C)CC2)CC1	-11.2	-1.4	94.2	99.4	3.2	13.1	-0.5	94.0
COc1cc(-n2c(C)nc3cc(C(=O)NCC4CCCO4)ccc32)cc(OC)c1OC (stereo unspecified)	-3.2	-0.9	161.4	108.7	1.9	-6.2	-9.5	95.0
COc1ccc(/C(O)=C2/C(=O)C(=O)N(c3ncccn3)C2c2ccc(F)cc2)cc1 (stereo unspecified)	-1.7	0.7	93.9	107.9	0.3	-5.4	-1.8	95.9
c1ccc(-c2nnc3n2N=C(c2ccc4c(c2)OCO4)CS3)nc1	-7.4	93.8*	105.6	104.3	-5.8	-12.1	-12.9	102.1
COC(=O)c1scc(C#N)c1N/N=C(\C#N)S(=O)(=O)c1ccc(Cl)cc1	-9.1	3.8	92.2	·	-5.1	-6.7	-2.3	100.0
Nc1nc(CSc2nc3ccccc3s2)nc(N2CCCCC2)n1	-0.5	3.5	112.2	108.2	-3.5	12.8	1.2	98.1
O=C(NCc1ccc(Cl)cc1Cl)C(=O)N1CCCCC1	3.3	-0.3	101.5	98.4	4.2	4.5	17.7	105.9
CN1C(=O)/C(=C/c2ccc(OCc3ccc(C(=O)O)cc3)c(Cl)c2)NC1=S	2.0	0.8	99.3	100.4	-7.1	1.8	9.3	100.1
O=C1CCC(C(=O)OC(C(=O)Nc2ccc([N+](=O)[O-])cc2Br)c2ccccc2)=NN1 (stereo unspecified)	·	-0.6	94.1	93.2	3.5	4.4	-11.5	99.3
Cc1ccc2c(c1)N(CC(=O)O)C(=O)CO2	-1.6	2.6	99.8	98.2	7.9	-14.2	-11.7	93.0
COc1ccc(-c2cccc([C@H]3[C@@H]4C=CCC[C@@]4(C)C(=O)N3Cc3ccccc3)c2)cc1	-3.6	2.2	96.7	98.0	9.4	8.1	2.4	97.7
CC(C)c1ccc(NC(=O)NC2(C(=O)NCc3cccnc3)CCCCC2)cc1	-2.3	0.4	104.1	84.3	-0.8	3.1	1.7	103.2
O=C(c1nc2ccccn2c1CNCCCn1cccn1)N1CCCC1	-10.2	1.9	?	?	1.7	3.4	-25.5	87.9

Structures from the list above containing bromine, in the order listed:
SMILES	EBNA-1 inh	AHR activator	MEP2-GFP yeast	LAP4 TOR yeast	proCasp3 act	proCasp7 act	ZTA DNA inh	RPL19A TOR yeast
O=C(Cn1ncc(N2CCCC2)c(Br)c1=O)c1ccc(Cl)cc1	6.9	3.0	98.2	106.9	-0.4	8.7	14.0	95.5
O=C1CCC(C(=O)OC(C(=O)Nc2ccc([N+](=O)[O-])cc2Br)c2ccccc2)=NN1 (stereo unspecified)	·	-0.6	94.1	93.2	3.5	4.4	-11.5	99.3

Next section
SMILES	EBNA-1 inh	AHR activator	MEP2-GFP yeast	LAP4 TOR yeast	proCasp3 act	proCasp7 act	ZTA DNA inh	RPL19A TOR yeast
COC(=O)c1sccc1NC(=O)CSc1ccccc1NS(=O)(=O)c1ccccc1Cl	7.8	3.6	100.8	97.2	-0.8	-8.3	11.4	97.0
Cc1ccsc1/C=N/NC(=O)c1nnn(-c2nonc2N)c1C(C)C	-17.0	3.0	103.5	97.4	3.6	9.2	-4.2	100.3
COc1ccc(-c2nnc(SCC(=O)NCc3ccco3)n2C)cc1	-4.9	-2.9	107.1	95.4	0.5	15.2	-4.3	99.4
CCC(CC)NC(=O)c1ccc2nc[nH]c2c1	15.3	4.1	95.0	95.8	3.0	9.1	-5.6	93.9
O=C(c1cc(Br)c(Br)s1)N1CCc2ccccc2C1	·	-0.3	100.0	96.3	7.4	13.3	·	96.0
COc1cccc(CN2C[C@]34C=C[C@@H](C[C@@H]3S2(=O)=O)O4)c1	7.1	-1.8	98.6	116.0	3.7	-0.1	1.3	109.8
N#C/C(=C/c1ccc(Cl)cc1)NC(=O)c1ccccc1	4.5	-1.2	120.7	118.9	-0.6	3.8	0.7	109.8
O=C(COC(=O)CC1CC2CCC1C2)Nc1cc([N+](=O)[O-])ccc1F (stereo unspecified)	0.7	1.2	100.3	112.6	2.3	5.6	0.6	100.3
CCC(=O)N1CC2(C)CN(C(=O)CC)CC(C)(C1)C2	14.0	0.8	102.5	97.0	0.1	-14.7	11.8	99.3
CC(C)CCN1CCN(CCCn2cccn2)CC1CCO (stereo unspecified)	-6.5	-1.3	105.4	96.3	3.8	9.3	8.9	105.5
CC1CCCCN1C(=S)NC(=O)c1ccco1 (stereo unspecified)	·	0.1	111.4	104.1	1.0	-8.4	6.3	108.4
COc1ccccc1CNS(=O)(=O)c1cccc2nsnc12	-4.8	1.2	103.8	106.1	0.1	3.5	3.0	102.7
Cc1ccc(N2CC(NC(=O)C(=O)c3c(C)[nH]c4ccccc34)CC2=O)cc1C (stereo unspecified)	5.7	3.3	99.8	100.9	-6.1	10.0	-21.4	97.8
CCOc1ccc(CN2CCNC(=O)C2CC(=O)O)cc1 (stereo unspecified)	3.8	-1.6	93.0	111.2	-0.2	-12.2	3.9	95.4
COc1ccc(CN(C)C(=O)c2ccc(Oc3ccccc3)cc2)cc1F	-5.6	1.4	94.4	120.5	-7.2	-14.7	6.7	97.7
CN(NS(=O)(=O)c1ccc(Br)cc1)c1nc(C(F)(F)F)nc2ccccc12	-9.5	-0.2	99.6	91.7	0.8	-1.0	-31.6	96.7
O=C(NCc1ccccn1)c1ccc2c(=O)n(CCc3ccccc3)c(=O)[nH]c2c1	-3.6	2.7	90.1	90.6	-6.6	0.2	-21.1	94.8
CN(C)CCNC=C(C(=O)Nc1ccc(Cl)cc1Cl)C(=O)Nc1ccc(Cl)cc1Cl	-2.5	-1.9	97.8	108.7	4.6	6.9	-0.6	102.4
O=C(Oc1ccccc1N1C(=O)CCC1=O)c1ccco1	-1.2	-1.4	90.9	91.6	6.2	6.6	-5.9	92.9
CCN(CC)C(=O)CSc1nc(OC)cc(=O)[nH]1	-3.7	-1.2	109.8	95.1	2.5	4.0	-14.0	104.8
COCCCNc1nc2nonc2nc1N1CCN(Cc2cccc(C)c2)CC1	-3.1	-0.1	104.5	97.7	4.1	7.3	2.2	104.4
CC1=Nc2ccccc2/C1=C/c1sc(=N)n(-c2nccs2)c1O	-5.2	73.3*	101.3	124.0	-10.8	-5.1	2.2	99.6
COc1ccc(-c2cc(C(=O)Nc3cccc(C(C)=O)c3)no2)cc1	0.3	-0.9	91.9	90.5	5.2	-5.0	-11.2	89.5
CC(C)(C)Cc1nnc(NC(=O)CCc2ccccc2)s1	1.7	4.4	98.8	104.6	-1.7	5.5	8.1	99.4

Quoted at random: 2 compounds from above, in no set order.
SMILES	EBNA-1 inh	AHR activator	MEP2-GFP yeast	LAP4 TOR yeast	proCasp3 act	proCasp7 act	ZTA DNA inh	RPL19A TOR yeast
COc1ccc(-c2cc(C(=O)Nc3cccc(C(C)=O)c3)no2)cc1	0.3	-0.9	91.9	90.5	5.2	-5.0	-11.2	89.5
COCCCNc1nc2nonc2nc1N1CCN(Cc2cccc(C)c2)CC1	-3.1	-0.1	104.5	97.7	4.1	7.3	2.2	104.4
